hcGAS inh: blocks human cGAS activity | inhibition, % at 12.5 µM | actives 0.081% (n = 290,000) | Q8N884 | recombinant h-cGAS, ATP depletion, Kinase-Glo luminescence | AID 1259398;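 further: 0% = vehicle reaction and 100% = reaction without DNA for no activity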
Target sequence (Q8N884 whole entry, looked up): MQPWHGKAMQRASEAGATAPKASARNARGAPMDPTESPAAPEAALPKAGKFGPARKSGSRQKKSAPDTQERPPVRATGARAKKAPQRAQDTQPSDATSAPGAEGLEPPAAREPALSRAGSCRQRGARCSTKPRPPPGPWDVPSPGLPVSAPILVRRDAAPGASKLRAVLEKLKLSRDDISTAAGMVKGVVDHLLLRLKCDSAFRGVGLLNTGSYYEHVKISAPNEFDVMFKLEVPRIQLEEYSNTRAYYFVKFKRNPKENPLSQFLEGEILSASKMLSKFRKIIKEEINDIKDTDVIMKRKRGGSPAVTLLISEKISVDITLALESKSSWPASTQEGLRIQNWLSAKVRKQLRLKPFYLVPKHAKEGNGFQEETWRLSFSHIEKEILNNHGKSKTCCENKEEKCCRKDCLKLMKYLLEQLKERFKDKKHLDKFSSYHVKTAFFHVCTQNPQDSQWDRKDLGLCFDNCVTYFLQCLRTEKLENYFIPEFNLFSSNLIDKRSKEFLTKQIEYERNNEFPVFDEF
NPYLR7 ag: activates Aedes aegypti NPYLR7 receptor | HEK293T NPYLR7/Galpha15, GCaMP6s calcium fluorescence | activation, % at 10 µM | actives 0.15% (n = 270,000); in the data active means activation above about 40%;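 further: 0% = vehicle and 100% = reference agonist at the receptor; some compounds past the cut are filed as inactive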
mcGAS lum: inhibitors of mouse cGAS; recombinant cGAS, Kinase-Glo ATP depletion luminescence; inhibition, % at 12.5 µM; Q8C6L5; actives 0.15% (n = 160,000);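 further: 0% = negative control wells and 100% = reference inhibitor with no enzyme activity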
* hit, by the source's call; . = no result given; & = joins results of further samples. Unless noted, no stated cut-off is given here; in the data, active means inhibition above about 40%; inactive means the rest.

mol,NPYLR7 ag,mcGAS lum,hcGAS inh
CSc1ccccc1NC(=O)CCC(=O)N1C[C@H](O)[C@@H](N2CCCCC2)C1,0,.,-1
COc1ccc(N2C(=O)CN(C(=O)C(=O)c3ccccc3)CC23CCCC3)cc1,17,-12,-5
Cc1noc(C)c1S(=O)(=O)Nc1ccc2c(c1)OC1(CCCC1)O2,0,-5,-8
Cc1ccc2c(C)c(C(=O)N3CCCC(CN4CCOCC4)C3)oc2c1C (configuration not stated),10,.,-11
C=CCOCC(O)CN(Cc1c(-c2ccccc2)nn(C)c1Oc1cccc(F)c1)CC1CCCO1 (configuration not stated),9,-7,-4
Cc1ccc(C(=O)NCc2ccc(S(N)(=O)=O)cc2)cc1,6,.,-1
COc1ccc(OC)c(CN(CCO)C(=O)c2ccsc2)c1,-6,.,-16
C=CCn1c(CCN2CCCCC2)nnc1Sc1ncccc1C#N,2,-10,-4
COc1cccc(OC)c1C(=O)NCc1nnc(SCc2ccc(F)cc2)n1-c1cc(Cl)ccc1C,14,-4,-3
CCSc1ncc(CN2CCN(c3nc(C)ncc3C)CC2)cn1,-11,.,-1
Cc1nc2nc(-c3cccs3)[nH]n2c(=O)c1C1CCS(=O)(=O)C1 (configuration not stated),7,.,12
COc1cc(C(=O)Oc2coc(CSc3nccn3C)cc2=O)cc(OC)c1OC,-4,-6,-9
O=C(NCCOc1ccc(F)cc1)C1CCN(Cc2nc3ccccc3[nH]2)CC1,-7,.,-7
COc1ccc(CN(Cc2cccc(C(F)(F)F)c2)Cc2nc(C(=O)NC(C)C)co2)cc1,19,-5,-5
COC(=O)c1[nH]ncc1CN(C)Cc1cc(-c2ccccc2)no1,9,.,-9
COCc1cc(CNC(=O)c2csc(-c3cccs3)n2)[nH]n1,5,.,-7
O=C(C[C@@H]1C[C@@H]2C=C[C@H]1C2)N1CCn2nc(C(=O)N3CCCC3)cc2C1,1,-8,-6
COc1ccc(C(=O)Nc2ccc(Cl)c(-c3nc4cc(C)cc(C)c4o3)c2)cc1OC,1,-5,-5
CC(CNS(=O)(=O)c1ccc2c(c1)OCCO2)OC12CC3CC(CC(C3)C1)C2 (configuration not stated),.,1,6
Cc1cnc(C2CCOCC2)n1CCC1CCN(S(=O)(=O)N(C)C)CC1,.,0,3

The results go on.
mol,NPYLR7 ag,mcGAS lum,hcGAS inh
CNC(=O)NCCN1CCCC1=O,14,.,-3
CC1CC1C(=O)NCc1ccc(Oc2ccc(F)cc2)cc1 (configuration not stated),8,.,-12
CCN1CCN(C2=C(c3c(C)[nH]n(-c4cccc(Cl)c4)c3=O)C(=O)N(c3ccc(C)cc3)C2=O)CC1,-1,-4,-4
COCCOCC(=O)N1CCC(n2c(=O)oc3ccc(OC)cc32)CC1,31,-8,-3
O=C(c1ccc(CO)o1)N(Cc1cccc(Cl)c1)C1CC1,8,.,-3
O=C(NCCn1nc(-c2ccc(Cl)cc2)ccc1=O)c1ccccc1C(F)(F)F,-1,-10,-11
O=C(C1CCCN1S(=O)(=O)c1ccccc1)N1CCN(c2nccs2)CC1 (configuration not stated),19,-15,-9
Cc1ccc2nc(-c3ccc(N(C)C)cc3)c(NC(C)(C)CC(C)(C)C)n2c1,-4,-5,-1
COc1ccc(C(=O)CSc2n[nH]c(C)n2)cc1OC,3,-9,-5
O=C1C2C(C(=O)N1c1ccccc1[N+](=O)[O-])C1C=CC2C12CC2 (configuration not stated),-3,-4,-6
CC(CCc1ccccc1)NC(=O)c1c(O)nc2sccn2c1=O (configuration not stated),-2,-5,-3
CC(C)c1ccc(NC2CCCN(C(=O)CCc3cnccn3)C2)cc1 (configuration not stated),5&-4,.,-3&-1
CCn1cc(C(CC(=O)N2CCN(c3ccc([N+](=O)[O-])cc3)CC2)c2ccc(C)cc2)c2ccccc21 (configuration not stated),.,-6,-2
O=C(NCc1ccco1)C1CC2CCCC(C1)C21SCCS1 (configuration not stated),-1,0,5
CCn1cc(Nc2nc3ccccc3s2)cn1,-1,-17,-8
Cc1cc(-c2csc(N3CCN(C)CC3)n2)c(C)n1Cc1ccco1,3,.,-6
CC(Sc1ncccc1C(N)=O)C(=O)O (configuration not stated),0,.,-2
Cc1ncc(-c2cc(C(=O)N3CCN(C)C(=O)C3C)c3cccc(C)c3n2)cn1 (configuration not stated),-5,.,-12
CCN(Cc1ccccc1)Cc1nc2scc(-c3ccc(Cl)cc3)c2c(=O)[nH]1,-2,.,-6
OCCN1CCN(c2nc(Nc3ccccc3)c3nccnc3n2)CC1,2,.,7

Remaining list, next part.
mol,NPYLR7 ag,mcGAS lum,hcGAS inh
O=S(=O)(NCc1ccc(N2CCCC2)cc1)c1cccc(Br)c1,7,.,-7
O=c1c2c(nc3n1CCOC3)sc1c(O)c(Br)ccc12,1,.,-9
CCN1CCN(S(=O)(=O)c2ccc(OC)c(N3CCN(C(=O)c4ccc(F)cc4C(F)(F)F)CC3)c2)CC1,24,-7,-4
Cc1ccsc1-c1nc(CN(C)Cc2nnc(-c3ccccc3)o2)c(C)o1,17,.,-2
Cc1ccc(C2c3ccsc3CCN2C(=O)CN(C(=O)/C=C/c2ccc([N+](=O)[O-])cc2)C2CC2)cc1 (configuration not stated),-3,-2,1
Cc1cc(C)n(CCC(=O)N2CCC(C(=O)NCc3ccccn3)CC2)c(=O)n1,4,-14,-10
O=C(c1cc2n(n1)CCN(Cc1ccc(F)cc1)C2=O)N1CCC(n2c(=O)[nH]c3ccccc32)CC1,0,-5,2
O=C1c2ccccc2C(=O)N1CN(C(=O)COc1ccccc1)c1ccccc1,20,-4,0
Cc1cccc(C2Nc3ccccc3N=C3CC(c4ccccc4)CC(=O)C32)c1 (configuration not stated),21,-6,-3
CN(Cc1ccccc1Br)S(=O)(=O)c1ccc(C#N)cc1,7,-16,-6
O=[N+]([O-])c1ccc(O)c2ncccc12,-1&3,24,1&22
CC(=O)CSc1nnc2c(n1)[nH]c1ccccc12,-2,-5,-6
OC(Cc1ccccc1)CN(Cc1cccc(F)c1)CC1CC(c2ccc(F)cc2)=NO1 (configuration not stated),-2,-6,-5
CCOC(=O)c1cnc2cc(C(F)(F)F)ccc2c1Nc1ccc(C(N)=O)cc1,7,-8,-6
Cc1cnc(-n2cnnc2)c(-c2ccc3c(c2)OCCO3)c1,-2,.,-4
C=CCN(Cc1nccn1Cc1cccc(F)c1)C(=O)c1ccccc1F,2,-3,-3
O=C(Nc1ccsc1)N1CCCC(Cn2cc(CCO)nn2)C1 (configuration not stated),6,.,-11
CCc1nc2n(n1)C(=O)C(C(c1ccco1)N1CCN(c3ccccc3F)CC1)S2 (configuration not stated),4,0,0
Cc1ccn2c(CNCCN3CCNC3=O)c(C(=O)N3CCCCCC3)nc2c1,8&-10,-5,-10&-5
Cn1c(=O)n(CC(=O)N2CCN(Cc3ccccc3)CC2)c2ccccc21,-4,.,-5

(next part)
mol,NPYLR7 ag,mcGAS lum,hcGAS inh
CN(C(=O)Nc1ccccc1)C1CCN(c2ccc(F)cc2)CC1,7,.,-5
Cn1nccc1C(=O)N(Cc1cccnc1)c1nc2ccccc2s1,.,-8,-11
CCCCCCCN(CC)CCCC(O)c1ccc(NS(C)(=O)=O)cc1 (configuration not stated),-3,-3,2
CCOC(=O)c1c(NC(=O)N2CCCC(C(=O)OCC)C2)sc(C)c1C (configuration not stated),-1,.,6
CNC(=O)c1coc(N2CCN(Cc3ccccc3C#N)C2=O)n1,0,.,-11
OCCC1CN(Cc2cccc3ncccc23)CCN1C1CCCC1 (configuration not stated),1,.,-9
Cc1cccnc1CNC(=O)CC1(Cc2ccccc2)C(=O)N(C)c2ccccc21 (configuration not stated),.,-2,0
CC(O)CC12CC3CC(CC(C3)C1)C2 (configuration not stated),.,-4,-5
CCN1CCc2c(sc(NC(=O)c3ccc(OC)cc3)c2-c2nc3ccccc3s2)C1,10,-3,0
COc1cccc(C(=O)N2CCN(C(=O)COc3ccccc3)CC2)c1,4,-3,-4
O=C1O[C@@H]2CN(Cc3cccnc3)C[C@@H]2N1CCCN1CCOCC1,3,-9,-2
Oc1ccc(N=Nc2ncn[nH]2)c(O)c1,15,.,9
Cc1cc(C(=O)N2CC[C@H](CO)[C@@H](O)C2)c2c(C)nn(C)c2n1,0,-26,0
COC(=O)c1cc(C)sc1NC(=S)Nc1ncn(Cc2ccc(F)cc2Cl)n1,-2,.,-12
COC(=O)C1(C(=O)N[C@@H]2CCCc3ccccc32)CC1,-7,-6,-4
CC[n+]1cc(-c2ccc3ccccc3n2)cc2ccccc21,1,.,6
CN(C)S(=O)(=O)CCNC(=O)c1cc(C2CC2)[nH]n1,-3,.,-5
COc1ccc(-c2oc3ccccc3c(=O)c2O)cc1,10,.,-1
c1ccc(C(Cn2ccnc2-c2cccnc2)N2CCCCCC2)cc1 (configuration not stated),-2,.,-2
CC(C)c1nc(C2CCCN2C(=O)c2cc(C(N)=O)cs2)no1 (configuration not stated),-3&2,.,-8&-6

Later entries.
mol,NPYLR7 ag,mcGAS lum,hcGAS inh
Cc1nc(N2CCCCC2)ncc1C(=O)N(C)Cc1cnn(C)c1C,-6,.,-7
Oc1c(Cl)cc(Cl)c2ccc(N/N=C\c3ccncc3)nc12,-5,-5,7
COc1ccc(C(=O)N2CCN(c3cccc(C)c3C)CC2)cc1OC,-5,-4,1
O=C(N[C@@H]1CCCCC1NC(=O)C1CCN(C(=O)CCc2ccccc2)CC1)c1ccc(F)cc1 (some centres not stated),1,-4,0
CCOC(=O)[C@@H]1[C@H](c2ccccc2)[C@@H](NCCOCc2ccccc2)[C@H]2CCCCN21,6,-1,-8
CCC(C)NC(=O)c1cc(-c2cccc(OC)c2)n2nc(C(C)(C)C)cc2n1 (configuration not stated),26,-7,-9
CC1CCc2sc(-c3nnc(SC(C)C(=O)NC4CC4)o3)cc2C1 (configuration not stated),6,.,-5
O=C(NCC1CCCO1)c1n[nH]c2c1CCCCCC2 (configuration not stated),.,-2,5
O=C(CC1=CCCCC1)N1CCC(N2CC(F)(F)C[C@H]2CO)CC1,.,2,6
CCOC(=O)C1=C(C)N=c2s/c(=C/c3ccc(F)cc3)c(=O)n2C1c1ccccc1 (configuration not stated),-4,.,-6
Cc1ccc(N2CC(O)(c3cccs3)[N+]3=C2CCCCC3)cc1 (configuration not stated),-4,-7,-3
O=C(N=C1c2ccccc2CN1c1cccc([N+](=O)[O-])c1)Nc1ccc(Cl)cc1,-9,-2,-3
O=S(=O)(NCc1ccco1)c1ccc(Cl)c(Cl)c1,4,.,-1
Cc1cc(C)n(C2CCN(C(=O)c3cnn4c3CCCC4)C2)n1 (configuration not stated),-2,.,2
CSc1cccc(NC(=O)CCS(=O)(=O)Cc2cccnc2)c1,-5,.,-3
CCCCCCn1c(=S)[nH]c2c1c(=O)n(C)c(=O)n2C,-7,.,-6
COc1cc(OC)c(Br)c(-n2c(C(C)N(CCc3ccccc3)C(=O)C3CCC3)nc3ccccc3c2=O)c1 (configuration not stated),12,-4,-2
CCC(C(=O)N1CCCC1)n1c(=O)n(Cc2ccccc2)c(=O)c2ccccc21 (configuration not stated),-3,0,2
CC(OCCN(C)C)C(=O)C12CC3CC(CC(C3)C1)C2 (configuration not stated),.,0,3
COc1ccc(N2CCN(c3cc(C(=O)N4CCC4)c4ccccc4n3)CC2)cc1,11,-3,-2

Shown as labelled records: entries from further up.
O=S(=O)(NCc1ccco1)c1ccc(Cl)c(Cl)c1
  NPYLR7 ag: 4	mcGAS lum: .	hcGAS inh: -1

Cc1cc(C)n(C2CCN(C(=O)c3cnn4c3CCCC4)C2)n1 (configuration not stated)
  NPYLR7 ag: -2	mcGAS lum: .	hcGAS inh: 2

CSc1cccc(NC(=O)CCS(=O)(=O)Cc2cccnc2)c1
  NPYLR7 ag: -5	mcGAS lum: .	hcGAS inh: -3

CCCCCCn1c(=S)[nH]c2c1c(=O)n(C)c(=O)n2C
  NPYLR7 ag: -7	mcGAS lum: .	hcGAS inh: -6

(further entries)
mol,NPYLR7 ag,mcGAS lum,hcGAS inh
CCN(CC)C(=O)Cn1cnc2c(nnn2C)c1=O,0,.,-6
O=C1/C(=C/c2ccc(Cl)cc2)C=C(c2ccccc2)N1c1ccc(Cl)cc1,0,-5,-5
Cc1nn(C)c(C)c1CC(=O)NCc1cccc(COC(C)(C)C)c1,6,.,-8
Cc1ccc(Cl)cc1NC(=O)CN1C(=O)c2cccc([N+](=O)[O-])c2C1=O,-4,-7,-9
C=CCC1(CC=C)CCCN1C(=O)CC1C(=O)NCCN1C(C)C (configuration not stated),2,.,-5
COc1ccc(CC(=O)NC(C)c2nnc(SCc3ccccc3C)n2-c2ccc([N+](=O)[O-])cc2)cc1 (configuration not stated),22,-4,-3
Cc1c(C(C)NC(=O)Nc2cccc(COC3CCCCC3)c2)cnn1C (configuration not stated),2,.,-9
C=C(C)CN(CC)C(=O)c1ccccc1Cn1cccn1,13,.,-11
Cc1nc(-c2cccc(F)c2)nc(N2CCN(C(=O)COc3ccc(Cl)cc3)CC2)c1Cc1ccccc1,.,-7,-7
CN(C)c1ccc(C(=O)NNC(=O)c2cccc(S(C)(=O)=O)c2)cn1,12,.,-6
CCOC(=O)c1[nH]cc2c1CS(=O)(=O)C2,4,.,-4
Cc1cc(C(=O)N2CCCN(Cc3cc(=O)c(OCc4ccc(C(C)(C)C)cc4)co3)CC2)n(C(C)(C)C)n1,12,-7,-8

Compound activity (PubChem)
